RmlCD inh 1536: M. tuberculosis RmlC/RmlD coupled enzyme inhibitors, primary screen, biochemical, compound mixtures, 384-well, from 1536-well plates; 160,000 compounds, 0.03% hits; dTDP-4-dehydrorhamnose reductase (Mycobacterium tuberculosis (strain ATCC 25618 / H37Rv)) …; RmlC+RmlD coupled enzyme assay, percent inhibition; primary screen in compound mixtures; inhibition, % at 3.6 µM; in the data active = inhibition mostly above about 34%, no sharp cut-off; note: some results filed as inactive read as strong as hits
Target sequence (P9WH09 whole entry, looked up): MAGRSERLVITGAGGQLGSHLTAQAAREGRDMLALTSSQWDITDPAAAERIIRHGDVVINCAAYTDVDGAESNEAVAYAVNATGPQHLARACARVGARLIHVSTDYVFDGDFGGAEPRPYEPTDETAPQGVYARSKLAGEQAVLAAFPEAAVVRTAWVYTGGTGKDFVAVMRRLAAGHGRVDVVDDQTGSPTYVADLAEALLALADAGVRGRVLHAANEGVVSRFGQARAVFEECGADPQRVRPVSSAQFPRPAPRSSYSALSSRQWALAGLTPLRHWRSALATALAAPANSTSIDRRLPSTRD
Target sequence (P9WH11 whole entry, looked up): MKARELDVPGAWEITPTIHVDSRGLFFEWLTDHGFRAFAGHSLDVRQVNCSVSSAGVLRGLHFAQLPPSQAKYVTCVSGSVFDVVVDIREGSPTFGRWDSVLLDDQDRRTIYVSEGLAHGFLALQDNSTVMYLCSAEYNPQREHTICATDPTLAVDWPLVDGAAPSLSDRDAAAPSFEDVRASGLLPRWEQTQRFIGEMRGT
GlmU inhibition: inhibition of mycobacterial GlmU enzyme – biochemical, glucosamine-1-phosphate acetyltransferase (AID 1376). Bifunctional protein GlmU (Mycobacterium tuberculosis (strain ATCC 25618 / H37Rv)). one-dose inhibition, %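 (tested at 30 µM in the primary screen)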; IC50 in µM for titrated hits. 220,000 compounds, 0.25% hits. M. tuberculosis GlmU acetyltransferase enzyme assay; higher % means a stronger effect; in the data active = inhibition above about 13%;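 note: 0% = complete reaction with vehicle and 100% = reaction without substrate; strong numbers were not always called active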
Numbers without * were called inactive; x = not tested or not shown.

SMILES	RmlCD inh 1536	GlmU inhibition
Cc1ccc2c(CC(=O)NCc3cccs3)coc2c1	2	-4.9%
O=C(O)c1ccc2c(c1)C(=O)N(c1cc(C(=O)O)ccc1Br)C2=O	x	4.7%
O=[N+]([O-])c1ccc(-c2c(O)c3ccccc3c3nc4ccccc4nc23)cc1	-6	-1.9%
COC(=O)CSc1nc(C)c2ccc(OC)cc2n1	x	2.2%
O=C(/C=C/c1ccccc1)Nc1cccc(S(=O)(=O)Nc2ccccc2F)c1	-2	-4.2%
COc1ccccc1Nc1nc(NCCC(C)C)nc(N)c1[N+](=O)[O-]	-12	6.1%
C=CCN1c2ccccc2[C@]23C[C@@H](C(=O)OC)N(C(=O)NCCC)C2=NC(C(=O)OC)=C(C(=O)OC)[C@H]13	x	-1.6%
C=CCN(c1ccc(C(=O)N2CCCC2)cc1)S(C)(=O)=O	-3	-1.8%
O=[N+]([O-])c1ccc2oc(-c3ccccc3)nc2c1	-3	-3.1%
O=C(NCCc1ccccc1)C(=O)Nc1nccs1	-3	-2.9%
O=C1N/C(=N/N=C/c2ccc(O)cc2)SC1Cc1ccccc1 (stereo unspecified)	-3	2.9%
COc1cc(C)nc(OCCNC(=O)COc2ccc(Cl)cc2Cl)n1	x	-1.9%
CC(C)CCNC(=S)NC1CCCC1	12	0.8%
O=C(CSc1ncccc1-c1nc2ccccc2[nH]1)N1CCc2ccccc21	-7	-1.7%
CC1(C)CC(=O)C(C=NCCN2CCN(C(=O)C34CC5CC(CC(C5)C3)C4)CC2)=C(O)C1	x	0.4%
CCOc1ccc(Oc2nc(C)cc(OC)n2)nn1	x	2.0%
CCc1cc2cc(C)c(C)cc2nc1SCC(=O)Nc1cc(C)on1	-15	1.0%
COc1ccc(C)cc1S(=O)(=O)N(CC(=O)O)c1ccc(C)cc1	10	3.9%
O=S(=O)(c1ccc(Cl)cc1)N(CCCN1CCOCC1)Cc1cccs1	9	3.0%
Cc1ccccc1Cn1c2ccccc2c2cnn(CC(=O)N3CCN(c4ccccc4)CC3)c(=O)c21	x	6.9%

Quoted from the listing:
In GlmU inhibition, `CC(C)CCNC(=S)NC1CCCC1` is entered as 0.8%
In GlmU inhibition, `Cc1ccccc1Cn1c2ccccc2c2cnn(CC(=O)N3CCN(c4ccccc4)CC3)c(=O)c21` is entered as 6.9%

The list continues:
SMILES	RmlCD inh 1536	GlmU inhibition
Cc1ccc(S(=O)(=O)NCc2c(Cl)cccc2Oc2ccccc2)cc1	-5	4.1%
Nc1nc(Nc2ccccc2)nc(NCCO)c1[N+](=O)[O-]	29	-1.2%
CC1=NN(C(=O)c2ccc(Cn3ccc([N+](=O)[O-])n3)cc2)C(O)(C(F)(F)F)C1 (stereo unspecified)	-12	10.0%
c1ccc2c(c1)CCOC2CNCCCN1CCCCC1 (stereo unspecified)	7	-5.8%
CCOC(=O)c1cc2c(nc1NC(=S)Nc1ccccc1)CC(C)(C)OC2	9	1.4%
CCC(C)n1c(O)c(C=NC(C)c2ccccc2)c(=O)[nH]c1=S (stereo unspecified)	11	-2.9%
COc1ccc(/C=C(\C#N)C(=O)Nc2cccc3ncccc23)cc1OC	6	0.0%
CCc1ccc2c(c1)C(c1ccc([N+](=O)[O-])cc1)=NNC(c1ccc(C)cc1)=N2	-11	3.2%
C=CCn1c(SCc2nc(N)nc(N3CCCCC3)n2)nnc1-c1ccco1	x	1.0%
CC(Sc1nnnn1C)C(=O)Nc1ccc(N2CCOCC2)cc1 (stereo unspecified)	x	1.9%
O=C1c2ccccc2C(Nc2ccc3c(c2)OCCO3)N1Cc1ccco1 (stereo unspecified)	x	-0.9%
Cc1ccccc1NC(=O)NCCN1C(=O)C2C3C=CC(C3)C2C1=O (stereo unspecified)	15	-3.1%
COc1cccc(NC(=O)COC(=O)c2nc3nccc(C)n3n2)c1	28	3.1%
CCOC(=O)C1Nc2ccccc2C2c3ccccc3CC12 (stereo unspecified)	x	0.7%
O=C(O)CC1(c2ccccc2)C(=O)c2ccccc2C1=O	x	3.1%
O=C(Oc1c(-c2ccco2)oc2ccccc2c1=O)c1cccnc1	-9	0.4%
CC(C)CC(NC(N)=O)C(=O)Nc1cccc([N+](=O)[O-])c1 (stereo unspecified)	4	-3.9%
Cc1cc(NC(=O)C2C3C(=O)N(Cc4ccc(Cl)cc4)C(C(=O)NCc4ccccc4)C34C=CC2(C)O4)no1 (stereo unspecified)	x	0.7%
Cc1ccn2cc(CNS(=O)(=O)c3ccc4c(c3)OCCO4)nc2c1	10	-0.8%
Cc1cc(NC(=O)Cn2c(=O)c3c(ncn3CC(C)C)n(Cc3ccccc3)c2=O)no1	x	5.7%
Cc1cc(N2CCC(C(=O)N3CCN(c4cccc(C)c4C)CC3)CC2)n2ncnc2n1	x	1.5%
CCCCn1c(C)c(C(=O)OCC)c2c(CN3CCOCC3)c(O)ccc21	x	1.1%
COc1ccc(Cn2cnc3c(N)c(C)c(C)cc32)cc1	-4	-5.8%
Cc1cccc(NC(=O)N2CCN(Cc3ccc4c(c3)OCO4)CC2)c1C	3	5.7%
O=C(NCc1ccccc1)C1=C[C@H](c2csc3ccccc23)C[C@H](OCCCCO)O1	x	-0.4%
CCOC(=O)c1ccc(N=c2scc(C)n2CC)cc1	10	-2.6%
CCc1ccc(NC(=S)NNC(=O)c2ccccc2OC(F)F)cc1	21	5.7%
O=S(=O)(NCc1ccc(F)cc1)c1cccc(S(=O)(=O)N2CCOCC2)c1	-7	3.6%
Cc1cc(Cl)ccc1NNC(=O)CCc1ccccc1	2	-2.7%
CCOC(=O)C1=C(C)OC(N)=C(C(=O)OCC)C1c1cccnc1 (stereo unspecified)	5	3.7%
CCCOc1cc(CN2CCCCC2)cc(C(C)=O)c1	-4	-1.2%
Clc1ccc(-n2cccc2CN2CCc3c([nH]c4ccccc34)C2c2ccccn2)nc1 (stereo unspecified)	-8	-2.4%
O=C(c1ccc(F)cc1)N1CCN(c2cc(N3CCCCC3)c(F)cc2[N+](=O)[O-])CC1	-11	0.9%
CC1=C(/C=C/C(C)=N\NC(=O)c2ccncc2)C(C)(C)CCC1	9	3.3%
CCOC(=O)C1=C(C)NC(C)=C(C(=O)OCC)C1c1sccc1C	-4	0.6%
COC(=O)Nc1ccc(S(=O)(=O)N2CCCC(C(=O)NC3CCS(=O)(=O)C3)C2)cc1 (stereo unspecified)	45	2.0%
O=C(NCCCc1ccccc1)c1ccccc1	9	2.6%
O=C(CN1CCCCC1)N1N=C(c2cccs2)CC1c1cccs1 (stereo unspecified)	4	-1.7%
Nc1ncnc2c1ncn2[C@@H]1O[C@H](CO)C[C@H]1O	x	-2.5%
O=CN1CCN(C(C(=O)NC2CCCC2)c2cc3c(cc2[N+](=O)[O-])OCO3)CC1 (stereo unspecified)	-6	-2.4%
COc1ccc(-c2csc(N(CC3CCCO3)C(=O)c3ccco3)n2)cc1 (stereo unspecified)	x	1.3%
O=C(CN1CCN(C(=O)C2COc3ccccc3O2)CC1)Nc1ccc(F)cc1 (stereo unspecified)	2	-3.5%
COc1cc(OC)c(OC)cc1/C=N/N(C)c1ccccc1	11	-1.3%
Cc1cc(C)n(-c2nnc(N3CCN(c4ccccc4)CC3)nn2)n1	3	-6.3%
Cc1cc(Cl)ccc1OCC(=O)NCCOc1nc(N2CCCCC2)nc(N2CCOCC2)n1	-10	x
Cc1cc(-c2onc(C)c2C(=O)Nc2ccc(C(F)(F)F)cc2)no1	-10	4.7%
O=S(=O)(c1ccc(N2CCOCC2)nc1)N(Cc1ccccn1)Cc1ccccn1	1	0.3%
Cc1cnc(C(=O)Nc2ccccc2C(=O)N2CCOCC2)cn1	3	-0.8%
O=C(Cc1ccc(Br)cc1)NC1CCSC1=O (stereo unspecified)	25	0.4%
Cc1nnc(SCC(=O)NCc2ccc(F)cc2)[nH]c1=O	5	0.9%
Cc1ccc(C(=O)N[C@H](C(=O)OCC(=O)Nc2cccc(S(N)(=O)=O)c2)C(C)C)cc1	6	1.7%
Cc1ccc(SCc2cn3c(C)csc3n2)cc1	x	-5.1%
CCN/C=C(\C#N)S(=O)(=O)c1ccc(Br)cc1	-8	-3.8%
COC(=O)C1=C(CSc2nc3ccccc3s2)NC(=O)NC1c1ccc(F)cc1 (stereo unspecified)	x	1.5%
Cc1c(C(=O)N2CCN(c3ccc(C(F)(F)F)cn3)CC2)oc2ccccc12	-6	1.7%
Cc1occc1C(=O)N1CCN(C(c2ccccc2)c2ccccc2)CC1	-3	-3.6%
COCCCNC(=O)c1ccc(NS(C)(=O)=O)cc1	-1	-2.0%
O=C(Nc1ccccc1C(=O)NC(Cc1ccccc1)C(=O)NC1CCCCCC1)c1ccccc1 (stereo unspecified)	4	6.3%
CCOC(=O)N1CCN(C(=O)c2ccc(S(=O)(=O)NCc3ccco3)cc2)CC1	-14	-1.1%
O=C(NCc1ccccc1)c1ccc2c(c1)OCCO2	8	-9.7%
Next results:
SMILES	RmlCD inh 1536	GlmU inhibition
NS(=O)(=O)c1cccc(NC(=O)COC(=O)CCSc2ccccc2)c1	14	-7.0%
CCC1(c2ccccc2)NC(=S)N(c2cccc(C)c2C)N1 (stereo unspecified)	-14	8.7%
CCN(C(=O)CN1CCN(S(=O)(=O)c2ccccc2C(F)(F)F)CC1)c1c(N)n(Cc2ccccc2)c(=O)[nH]c1=O	2	-6.7%
CN(C)c1nc(Oc2ccc(=O)[nH]n2)nc(N2CCCCC2)n1	x	-11%
COC(=O)CC(NC(=O)c1ccc(C)cc1)c1ccccc1 (stereo unspecified)	8	3.1%
Cn1cc([N+](=O)[O-])c(C(=O)Nc2nccs2)n1	-2	-8.6%
COC(=O)N/N=C/c1cn(Cc2ccc(F)cc2)c2ccccc12	x	1.3%
Cc1ccc(C2SCC(=O)N2Cc2cn3ccsc3n2)o1 (stereo unspecified)	x	2.4%
Cc1ccc(S(=O)(=O)NCCN2CCOCC2)cc1C	x	2.3%
COC(=O)CCC/C=C1/SCC(NC(=O)c2ccccc2)C1=O (stereo unspecified)	x	-2.6%
C=CCn1c(SCC(=O)c2[nH]c(C)c(C(=O)OCC)c2C)nc2scc(-c3ccc(OC)cc3)c2c1=O	-10	0.3%
COc1ccc(Nc2cc(C)c3ccc(O)cc3n2)cc1	0	-9.7%
Oc1ccc(Br)cc1-c1cc(-c2ccco2)[nH]n1	x	2.9%
O=C(NC(=S)Nc1ccc(Cl)cc1)c1ccccc1	3	x
COC(=O)NC1(C(F)(F)F)C(=O)NC(C)=C1C(=O)OC (stereo unspecified)	23	3.8%
COc1ccc(-c2nn(C)c(=O)c3ccccc23)cc1CNC(=O)c1ccco1	4	1.1%
CC1CC(NC(=O)CCn2c(=O)oc3ccccc32)CC(C)(C)C1 (stereo unspecified)	-6	4.5%
COC(=O)c1nn(-c2nc(-c3ccc(OC)c(OC)c3)cc(C(F)(F)F)n2)cc1[N+](=O)[O-]	-11	3.9%
CC(=O)n1cc(N(C(=O)CCl)c2ccccc2)c2ccccc21	-6	-1.4%
COc1ccc(NC(=O)CCC(=O)OC(C(=O)c2ccccc2)c2ccccc2)cc1 (stereo unspecified)	2	1.7%

Reformatted: 17 of the compounds above.
Structure,RmlCD inh 1536,GlmU inhibition
CN(C)c1nc(Oc2ccc(=O)[nH]n2)nc(N2CCCCC2)n1,x,-11%
COC(=O)CC(NC(=O)c1ccc(C)cc1)c1ccccc1 (stereo unspecified),8,3.1%
Cn1cc([N+](=O)[O-])c(C(=O)Nc2nccs2)n1,-2,-8.6%
COC(=O)N/N=C/c1cn(Cc2ccc(F)cc2)c2ccccc12,x,1.3%
Cc1ccc(C2SCC(=O)N2Cc2cn3ccsc3n2)o1 (stereo unspecified),x,2.4%
Cc1ccc(S(=O)(=O)NCCN2CCOCC2)cc1C,x,2.3%
COC(=O)CCC/C=C1/SCC(NC(=O)c2ccccc2)C1=O (stereo unspecified),x,-2.6%
C=CCn1c(SCC(=O)c2[nH]c(C)c(C(=O)OCC)c2C)nc2scc(-c3ccc(OC)cc3)c2c1=O,-10,0.3%
COc1ccc(Nc2cc(C)c3ccc(O)cc3n2)cc1,0,-9.7%
Oc1ccc(Br)cc1-c1cc(-c2ccco2)[nH]n1,x,2.9%
O=C(NC(=S)Nc1ccc(Cl)cc1)c1ccccc1,3,x
COC(=O)NC1(C(F)(F)F)C(=O)NC(C)=C1C(=O)OC (stereo unspecified),23,3.8%
COc1ccc(-c2nn(C)c(=O)c3ccccc23)cc1CNC(=O)c1ccco1,4,1.1%
CC1CC(NC(=O)CCn2c(=O)oc3ccccc32)CC(C)(C)C1 (stereo unspecified),-6,4.5%
COC(=O)c1nn(-c2nc(-c3ccc(OC)c(OC)c3)cc(C(F)(F)F)n2)cc1[N+](=O)[O-],-11,3.9%
CC(=O)n1cc(N(C(=O)CCl)c2ccccc2)c2ccccc21,-6,-1.4%
COc1ccc(NC(=O)CCC(=O)OC(C(=O)c2ccccc2)c2ccccc2)cc1 (stereo unspecified),2,1.7%

Other compounds follow.
SMILES	RmlCD inh 1536	GlmU inhibition
CN1C(=O)N(C)C2(c3ccccc3)NNC(N)=NC12c1ccccc1 (stereo unspecified)	-2	-4.2%
CC(=O)c1cccc(NC(=O)N2CCCC2C(=O)Nc2ccc3c(c2)OCO3)c1 (stereo unspecified)	x	-5.1%
CCOC(=O)CC(NC(=O)Cc1ccc(F)cc1)c1ccccc1Cl (stereo unspecified)	5	1.5%
COc1ccc2cc(C3CC(c4ccco4)=NN3S(C)(=O)=O)c(Cl)nc2c1 (stereo unspecified)	6	0.9%
O=c1c(/C=C(\O)c2ccc(F)cc2)nc2ccccc2n1-c1ccccc1	x	1.4%
O=C(c1c[nH]c(C(=O)C(Cl)(Cl)Cl)c1)c1ccccc1Br	-10	2.3%
CC(=O)NCc1ccc(S(=O)(=O)N/N=C/c2ccc(N(C)C)cc2)cc1	-6	-1.9%
CCCCC(=O)Nc1cccc(NC(=O)c2ccccc2Br)c1	x	4.5%
CN(C)/C=N/c1nc2nccc(-c3ccc(F)cc3)n2n1	5	-5.0%

Screening data from PubChem BioAssay.

These rows are one share of the data; rates above refer to the full screens.
